# Bioassay records deposited in PubChem BioAssay by National Center for Advancing Translational Sciences (NCATS).
# PTHR1 ag: qHTS for PTHR1 Agonists: Primary Screen; Potency, µM (doses to about 115 µM), without a hit: at the highest dose activation, actives largely listed as activators; HEK293 GP2 PTHR1 cells, GloSensor cAMP luminescence, 1 h; hit rate 0.075% among 410,000; further: potency means the concentration at half of the fitted maximal effect; nearly all actives have a fitted effect of over 55% in size; some results filed as inactive show a strong effect at the top dose; inactives centre near -15; many of its hits are not listed in these tables
# Target sequence (Q03431 whole entry, looked up): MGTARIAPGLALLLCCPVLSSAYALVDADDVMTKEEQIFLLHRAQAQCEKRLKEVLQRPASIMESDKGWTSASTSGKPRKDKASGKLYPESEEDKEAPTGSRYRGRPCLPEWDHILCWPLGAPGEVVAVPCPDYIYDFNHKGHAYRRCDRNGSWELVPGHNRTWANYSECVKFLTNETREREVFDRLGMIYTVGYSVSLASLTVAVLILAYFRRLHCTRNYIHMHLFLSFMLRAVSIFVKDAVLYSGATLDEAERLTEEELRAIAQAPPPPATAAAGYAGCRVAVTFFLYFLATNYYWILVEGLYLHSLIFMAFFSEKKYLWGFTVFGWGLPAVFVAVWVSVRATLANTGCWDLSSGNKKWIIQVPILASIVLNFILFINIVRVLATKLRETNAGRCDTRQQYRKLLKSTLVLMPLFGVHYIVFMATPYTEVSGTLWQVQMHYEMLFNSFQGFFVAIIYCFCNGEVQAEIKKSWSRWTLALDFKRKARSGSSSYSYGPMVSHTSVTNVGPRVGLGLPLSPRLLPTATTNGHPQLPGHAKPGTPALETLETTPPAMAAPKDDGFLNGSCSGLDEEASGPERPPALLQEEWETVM
#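 HEK-293-derived GP2 cells expressing PTHR1 and a GloSensor cAMP reporter, 3,000/well, plated overnight, given luciferin plus IBMX (each 0.5 mM as added) for 1 h at 37 °C, then compound for 1 h at 37 °C. Luminescence was read after 15 min at room temperature.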
# DRD3 antagonist: qHTS of D3 Dopamine Receptor Antagonist: qHTS; max response, negative = inhibition, %; AID 652054, 2013; D(3) dopamine receptor (Homo sapiens), P35462; D3R cells, DiscoveRx beta-arrestin luminescence, antagonist mode; stronger effect = lower value; hit rate 2.5% among 360,000; in the data active means max response below about -50%; inconclusive means no clear call, values can overlap the other calls; further: on the % scale 0 is the no-effect control and ±100 the full control effect; mostly tested at two doses, the higher about 12 µM
# Target sequence (P35462 whole entry, looked up): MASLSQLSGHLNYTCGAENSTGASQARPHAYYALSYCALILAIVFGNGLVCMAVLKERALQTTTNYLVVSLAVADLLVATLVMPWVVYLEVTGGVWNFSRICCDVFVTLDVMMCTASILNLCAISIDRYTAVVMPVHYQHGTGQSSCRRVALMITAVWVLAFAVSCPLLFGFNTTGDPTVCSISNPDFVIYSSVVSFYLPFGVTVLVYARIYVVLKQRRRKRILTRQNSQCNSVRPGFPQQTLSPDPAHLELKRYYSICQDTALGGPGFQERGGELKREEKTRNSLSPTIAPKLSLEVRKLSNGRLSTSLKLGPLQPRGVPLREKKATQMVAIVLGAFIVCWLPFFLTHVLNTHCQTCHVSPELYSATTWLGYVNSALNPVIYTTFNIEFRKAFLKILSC
#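 Cells plated overnight at 1500 cells/well, then exposed to library compounds with dopamine controls for 90 minutes at 37 degrees C. DiscoveRx reagent added for 30–60 minutes at room temperature; luminescence read, quantitative HTS format.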
# TDP43 rescue: qHTS of TDP-43 Inhibitors | TDP-43 expressing yeast growth rescue, BacTiter-Glo, 24 h | Potency, µM (highest dose often 46.1 µM), for inactives: at the highest dose growth rescue (activation), usual class: activators | hit rate 1.8% among 410,000 | AID 652104, 2013; further: potency means the concentration at half of the fitted maximal effect; % of control where 0% means no effect; nearly all actives have a fitted effect of over 50% in size
#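 In this qHTS, compounds that restore growth of yeast expressing TDP-43 appear as activators. Cells (OD600=0.02, galactose medium, raffinose-pregrown) are incubated with compound 24 hr at 30 deg C and growth is quantified by BacTiter-Glo.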
# FUS yeast rescue: qHTS for Suppressors of FUS Proteinopathy: Primary screen using FUS-linked yeast assay; Potency, µM (series often up to 76.6 µM), without a hit: at the highest dose growth rescue (activation), most hits filed as activators; hit rate 0.24% among 390,000; S. cerevisiae FUS-expressing, growth rescue, OD600, 24 h; AID 1347120, 2019;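 further: potency means the concentration at half of the fitted maximal effect; plate controls were DMSO vehicle for no effect and reference control for full effect; nearly all actives have a fitted effect of over 55% in size; some results filed as inactive show a strong effect at the top dose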
#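 Steps: raffinose overnight preculture; dilution to OD 0.005 in 2% galactose minimal medium; compound addition (concentration series); 24hr at 30C, 99% humidity; absorbance read at 600 nm.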
# aSyn yeast inh: qHTS of alpha-syn Inhibitors. hit rate 0.14% among 370,000. AID 652106, 2013. Potency, µM (titrated, usually from 46.1 µM), for the others: at the top dose growth rescue (activation), usual class: activators. Yeast expressing alpha-synuclein, growth rescue, BacTiter-Glo, 24 h; further: potency means the concentration at half of the fitted maximal effect; % of control where 0% means no effect; nearly all actives have a fitted effect of over 65% in size
#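 Rescue of yeast growth: cells expressing toxic alpha-synuclein, induced in galactose at OD600 0.02, incubated with compound 24 h at 30 C. ATP luminescence quantified growth; inhibitors of toxicity appear as activators.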
# GLP1R inv ag: qHTS of GLP-1 Receptor Inverse Agonists (Inhibition Mode) | HEK293 GLP-1R CRE-luciferase, luminescence, 24 h; GLP-1R form is constitutively active | Potency, µM (titrated, usually from 38.3 µM), inactives show at the highest dose activity change, negative = inhibition, hits mostly inhibitors | Glucagon-like peptide 1 receptor (Homo sapiens), P43220 | hit rate 1.6% among 410,000; further: potency means the concentration at half of the fitted maximal effect; on the % scale 0 is the no-effect control and ±100 the full control effect; nearly all actives have a fitted effect of over 55% in size
#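 Seeding at 200 cells/uL, 12 h culture, 24 hr compound treatment, then luciferase reagent and a luminescence read; cells are HEK293 stably expressing a constitutively active GLP-1R plus cAMP-responsive luciferase.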
# pAkt inh: HTS Assay for Inhibitors of Akt Phophorylation: Primary Screen; Neuro2A IGF-stimulated pAkt S473 HTRF, 20 min; stronger effect = lower value; activity change, % for hits at 50 µM; hit rate 0.32% among 360,000; AID 651550, 2012; in the data active means activity change below about -80%; inconclusive means mostly about -51% to -80%; further: on the % scale 0 is the no-effect control and ±100 the full control effect
#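 Neuro2A cells in DMEM with 0.5% FBS, overnight at 37 deg C, given compound at single 50 µM final, then IGF (6 nM final) for 20 min at 37 deg C. Lysed; phospho-Akt Ser473 by HTRF after 24 h, 665/615 ratio.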
# Abeta yeast res: qHTS for compounds that reverse cellular toxicity of Amyloid beta (A-beta) peptide in yeast: Primary Screen. yeast expressing A-beta42, growth rescue, OD600, 48 h; response scale: 0% DMSO, 100% iron-clioquinol control. hit rate 0.063% among 410,000. Potency, µM (series often up to 46.1 µM), for the others: top-dose growth rescue, hits mostly activators; further: potency means the concentration at half of the fitted maximal effect; nearly all actives have a fitted effect of over 55% in size
#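 Growth rescue measured by 600 nm absorbance after 48 h yeast culture at 30 C with compound. Values normalized between DMSO and an equimolar ferric chloride plus clioquinol control.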
# GLP1R ag: qHTS of GLP-1 Receptor Agonists. Glucagon-like peptide 1 receptor (Homo sapiens), P43220. hit rate 0.007% among 380,000. AID 624172, 2012. Potency, µM (titrated, usually from 45.6 µM), for inactives: at the top dose activation, most hits filed as activators. HEK293 GLP-1R CRE-luciferase, luminescence, 4-6 h; cells express a hypersensitive GLP-1R form; further: potency means the concentration at half of the fitted maximal effect; % of control where 0% means no effect
# The depositor's hits bear a star; i = inactive; ? = inconclusive; / = not tested or not shown; [ ] = another dose, or the depositor's remark. Unless noted, the call rests on the fitted dose curve; in most records, active means well fitted curve in the direction sought with a large enough effect; inconclusive means small, poorly fitted or top-dose-only effect, or another doubt; inactive means no such curve, though single readings can be large; an effect the other way counts as inactive or inconclusive. Only part of the results is shown. The share of hits here may be higher or lower than overall.
no.	mol	PTHR1 ag	Abeta yeast res	GLP1R ag	FUS yeast rescue	pAkt inh	TDP43 rescue	GLP1R inv ag	DRD3 antagonist	aSyn yeast inh
1	O=C(CN1C(=O)COc2ccccc21)NCCCN1CCCCC1	-44%[inhibitor]	4%	-6%	17%	i	14%	9%	2	6%
2	O=C(N/N=C/c1ccc(OC(=O)c2cccs2)cc1)c1ccccn1	-24%	2%	-11%	1%	i	4%	-13%	-9	-4%
3	C=CCn1c(CCc2ccccc2)nnc1SCC(N)=O	-9%	8%	-1%	-28%	i	18%	25%	-6	-5%
4	CN(Cc1ccc(Cl)c(Cl)c1)C(C(=O)NCc1ccccc1)c1ccc(C(F)(F)F)cc1 (stereo not given)	-36%	13%	/	16%	i	-1%	?	7	-19%
5	CNC(=O)c1c(NC(=O)C2=COCCO2)sc2c1CCC(C)C2 (stereo not given)	i	-8%	3%	/	i	?	8%	?	-1%
6	O=C(Cc1cccs1)NCCS(=O)(=O)N1CCN(c2cccc(Cl)c2)CC1	-22%	1%	-1%	27%	i	-11%	?	-24	3%
7	Cn1c(=O)c2c(nc(CN3CCCCC3)n2CCc2ccccc2)n(C)c1=O	0%	-2%	1%	-9%	i	-1%	20%	19	6%
8	O=C1CSC(c2cccc([N+](=O)[O-])c2)N1C1CC2CCC1C2 (stereo not given)	i	0%	7%	17%	i	26%	-12%	-11	7%
9	Cc1ccc(C2(C)NC(=O)N(CC(=O)N3CCN(S(=O)(=O)c4cccs4)CC3)C2=O)cc1 (stereo not given)	i	-3%	-16%	?	i	20%	-23%	-53*	0%
10	COc1ccccc1N(C(=O)Cn1nnc(-c2ccc(C)o2)n1)C(C(=O)NC1CCCC1)c1ccncc1 (stereo not given)	i	4%	5%	-23%	i	-10%	-27%	-53*	2%
11	Cc1cnc(NC(=O)c2ccco2)s1	-42%[inhibitor][57.5 µM]	-24%	-2%	?	i	-1%	7%	-9	-3%
12	COc1ccc(/C=C/C(=O)OCC(=O)c2c(N)n(C)c(=O)n(C)c2=O)cc1	-3%	-2%	5%	26%	i	4%	17%	-3	-3%
13	Cc1ccc(NC(=O)COC(=O)COc2ccc(Cl)cc2)c([N+](=O)[O-])c1	-4%	1%	-7%	/	i	0%	10%	0	0%
14	Cc1nnc(NC2=NCCC2)s1	i	2%	9%	-25%	i	-11%	7%	12	-1%
15	O=C(Nc1ccccc1N1CCN(c2ccccc2)CC1)c1cccc(F)c1	i	-11%	1%	/	i	4%	?	0	-11%
16	CC1(C)CC(=O)C2=C(C1)N(Cc1ccco1)C(=O)C2(NC(=O)c1cccnc1)C(F)(F)F (stereo not given)	-9%[57.5 µM]	-8%	-11%	20%	i	-7%	0%	-2	9%
17	O=C(NCC1CCCO1)C1CCN(S(=O)(=O)c2cc(Cl)ccc2Cl)CC1 (stereo not given)	-27%	-1%	5%	-19%	i	-2%	2%	-3	7%
18	COC(=O)c1cn(C(C)C(=O)NCc2ccco2)c2ccccc12 (stereo not given)	i	11%	-5%	4%	i	6%	-8%	18	1%
19	CCc1cccc(NS(=O)(=O)c2cccc3cccnc23)c1	i	4%	14%	-6%	i	7%	-26%	2	1%
20	O=C(CCc1ccccc1)N1N=C(c2ccncc2)CC1(O)C(F)(F)F (stereo not given)	i	2%	16%	14%	i	-24%	13%	-14	-5%
21	COc1ccccc1N1CCN(C2CCN(S(=O)(=O)c3ccc(NC(C)=O)cc3)CC2)CC1	-3%	17%	11%	8%	i	-4%	-14%	-24	7%
22	COc1cc(C(=O)Nc2ccc(C)cn2)c([N+](=O)[O-])cc1OC	-11%	-20%	5%	10%	i	-9%	0%	-17	-9%
23	Cc1nc2nc(NC(=O)c3ccc(C(C)(C)C)cc3)[nH]n2c(=O)c1Cc1ccccc1	8%	-20%	/	-29%	/	-13%	9%	/	/
24	CCCCCNc1ncnc2c(C)[nH]nc12	-30%[inhibitor]	-15%	11%	-20%	i	29%	-5%	6	-2%
25	COc1ccc(CN(CCC(c2ccccc2)c2ccc(OC(C)C)cc2)C(=O)CCl)cc1OC (stereo not given)	-17%	0%	-12%	?	i	9%	?	?	14%
26	CSc1nc(NC(C)(C)C)nc(Oc2ccc(=O)[nH]n2)n1	-2%	-4%	-8%	10%	i	15%	1%	?	4%
27	Cc1cc(Cl)ccc1Nc1ncccc1C(N)=O	-5%	-4%	17%	-8%	i	?	?	1	-16%
28	Cc1ccc(-c2c(=O)n(O)c3ccccc3[n+]2[O-])cc1	i	-10%	0%	9%	i	-42%[inhibitor]	10%	3	13%
29	Cc1ccc(NC(=O)CCNC(=O)c2ccc(Br)cc2)cc1S(=O)(=O)N1CCOCC1	-23%	19%	3%	5%	i	13%	-10%	14	1%
30	Cc1ccc(Nc2c(-c3ccccn3)nc3ccc(Br)cn23)cc1	-18%	-7%	/	-10%	/	?	-7%	/	/
31	CCOC(=O)N1CCC(N(CCN(C)C)C(=S)Nc2cc(C)cc(C)c2)CC1	8%	12%	-9%	11%	i	-19%	-2%	0	-5%
32	COC(=O)c1ccc(OCC(O)CN2CCC(C)CC2)cc1 (stereo not given)	-19%	16%	-4%	-15%	i	30%	-14%	2	1%
33	Cc1ccc(-n2c(-c3cccc(C)c3)nc3c(cnn3-c3ccccc3)c2=O)cc1	-48%[inhibitor]	12%	/	25%	/	18%	7%	/	/
34	O=C(c1ccccc1)N1CCN(c2cc(Cl)nc3cc(-c4cccc(Cl)c4)nn23)CC1	-35%[inhibitor]	-4%	-5%	6%	i	-11%	10%	0	-17%
35	Cc1ccc(CN2CCC(CNC(=O)C3CCCN(c4ncnc5c4nc4n5CCCCC4)C3)CC2)cc1 (stereo not given)	-28%	-15%	6%	21%	i	-9%	-16%	-19	1%
36	CCCCCSc1nnc(-c2ccc(Br)cc2)o1	0%	-12%	/	-17%	/	?	-6%	/	/
37	C[C@@H](CO)NC(=O)c1ccc2c3n(nc2c1)-c1ccccc1CO3	-89%[inhibitor]	0%	-5%	-14%	i	-15%	3.5µM*	14	-14%
38	Cc1ccc(-n2nc(C(=O)N3CCCCC3)c(=O)n(C)c2=O)cc1	i	-10%	/	-16%	/	24%[9.22 µM]	13%	/	/
39	COc1ccc(CCNC(=O)CCNS(=O)(=O)c2cc(Br)cnc2N)cc1OC	0%	-1%	-5%	5%	i	-10%	-12%	-11	-2%
40	CCc1ccccc1NC(=O)CN1CCC(NC(=O)COC)CC1	-13%[57.5 µM]	-1%	-10%	15%	i	19%	0%	3	0%
41	O=C(NCCN1C(=O)S/C(=C\c2cccnc2)C1=O)c1ccc(S(=O)(=O)N2CCCC2)cc1	-16%	-7%	0%	17%	i	-8%	-9%	-4	1%
42	Cc1cccc(-c2nc(S(=O)(=O)c3ccc(F)cc3)c(NCCCN3CCOCC3)o2)c1	-7%	4%	6%	18%	i	2%	?	-73*	-4%
43	CN(CCc1ccccc1)C(=O)c1cccc(NC(=O)Cc2cccc(NC(=O)C3CCN(C(=O)C4CCCC4)CC3)c2)c1	-52%[inhibitor]	-16%	6%	?	i	-1%	-11%	-6	1%
44	O=S(=O)(c1ccc(Br)cc1)N1CCOC12CCCCC2	-27%	11%	8%	-5%	i	10%[9.22 µM]	5%[7.66 µM]	-8	11%
45	CCOC(=O)C1=C(C)NC2=C(C(=O)c3ccccc32)C1c1ccc(O)cc1 (stereo not given)	i	-9%	5%	/	i	4%	9%	7	3%
46	CCn1c(=O)n(-c2ccc(F)cc2)c(=O)c2sc3ccccc3c21	-36%[inhibitor]	-9%	-1%	-25%	/	2%	-11%	/	/
47	CCCOC(=O)c1ccc(Oc2cn[nH]c2-c2ccc(OC)cc2O)cc1	-17%[57.5 µM]	-93%[inhibitor]	-17%	33%	i	-89%[inhibitor]	?	46	-61%[inhibitor]
48	O=C(Nc1cccnc1)c1c(F)cccc1F	i	1%	-6%	-4%	i	-7%	-2%	-12	0%
49	O=C(c1ccco1)[C@@H]1[C@@H]2C(=O)N(c3ccc(F)cc3)C(=O)[C@@H]2[C@H]2C=Cc3ccccc3N21	i	11%	-2%	?	i	?	27%	-23	-14%
50	Cc1nn(Cc2ccc(F)cc2)c(Cl)c1/C=N/NC(=O)c1ccccc1	-21%	1%	2%	-9%	i	18%	?	25	1%

# Following part
no.	mol	PTHR1 ag	Abeta yeast res	GLP1R ag	FUS yeast rescue	pAkt inh	TDP43 rescue	GLP1R inv ag	DRD3 antagonist	aSyn yeast inh
51	Cc1cc(C)nc(NS(=O)(=O)c2ccc(NC(=O)C3CC(=O)N(c4ccccc4)C3)cc2)n1 (stereo not given)	-6%[57.5 µM]	19%	-9%	21%	/	-9%	1%	28	2%
52	Cc1ccc(OCc2cc(C(=O)NC3CCOC3)no2)cc1C (stereo not given)	i	-25%	15%	-15%	/	22%	3%	5	-2%
53	Cc1c(Cl)cccc1S(=O)(=O)Nc1ccnn1C	-9%	-17%	0%	1%	i	-7%	-9%	2	2%
54	CCOC(=O)CC1COc2ccccc2N1C(=O)c1ccc(F)cc1 (stereo not given)	i	-8%	-6%	-2%	i	-2%	-25%	6	12%
55	CSc1ccc(CN2CCC(C)(Oc3ccccc3C)C2)cc1 (stereo not given)	-30%[inhibitor]	-2%	-5%	-15%	i	4%	-15%	?	1%
